TSHR antagonist: Antagonists of the Thyroid Stimulating Hormone Receptor: HTS campaign | Thyrotropin receptor (Homo sapiens), P16473 | TSHR-expressing cells, TSH-stimulated cAMP HTRF, 2 h; active compounds read low | activity change, negative = inhibition, % at 11.5 µM | actives 0.2% (n = 330,000);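 active means activity change below a set negative limit, meaning inhibition stronger than a set level, cut at about -70% in these data; inconclusive means activity change between two set negative limits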; further: on the % scale 0 is the no-effect control and ±100 the full control effect
Target sequence (P16473 whole entry, looked up): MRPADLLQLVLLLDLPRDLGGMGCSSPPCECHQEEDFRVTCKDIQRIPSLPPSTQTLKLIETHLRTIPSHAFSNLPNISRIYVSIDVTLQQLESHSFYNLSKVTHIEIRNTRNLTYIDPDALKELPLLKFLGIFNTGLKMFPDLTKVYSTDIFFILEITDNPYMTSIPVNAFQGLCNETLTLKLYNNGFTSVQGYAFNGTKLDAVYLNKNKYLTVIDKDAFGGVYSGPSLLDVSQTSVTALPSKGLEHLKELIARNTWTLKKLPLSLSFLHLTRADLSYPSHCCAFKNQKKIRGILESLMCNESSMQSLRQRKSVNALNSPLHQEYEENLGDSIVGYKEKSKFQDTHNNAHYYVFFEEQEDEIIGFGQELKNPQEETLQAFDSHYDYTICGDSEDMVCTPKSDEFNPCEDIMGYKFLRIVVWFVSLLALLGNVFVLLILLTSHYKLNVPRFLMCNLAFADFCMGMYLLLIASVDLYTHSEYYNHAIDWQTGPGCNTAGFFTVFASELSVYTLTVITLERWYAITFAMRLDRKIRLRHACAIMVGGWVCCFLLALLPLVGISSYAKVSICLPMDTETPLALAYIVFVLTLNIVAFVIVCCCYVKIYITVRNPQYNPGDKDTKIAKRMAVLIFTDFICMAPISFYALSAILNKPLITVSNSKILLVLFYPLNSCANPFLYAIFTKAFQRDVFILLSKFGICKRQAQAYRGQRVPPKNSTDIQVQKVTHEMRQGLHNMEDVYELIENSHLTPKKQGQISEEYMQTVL
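Cell-based HTRF cAMP assay; TSHR cells + compound, TSH EC80 (4nM final), 2 h, 37 deg C. Lysis with anti-cAMP cryptate and cAMP-d2, 30 min RT, read 665/620 nm.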
TCR activator: Activators of T cell receptors: qHTS campaign. primary human leukocytes, anti-CD3, IL-2 HTRF, 48 h. Potency, µM (series often up to 9.22 µM), without a hit: at the top dose activation of IL-2 secretion, actives largely listed as activators. 330,000 tested, under 10 active. AID 504894, 2011; further: % of control where 0% means no effect
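Readout: HTRF IL-2, Eu-cryptate/d2 antibody pair, 320nm excitation, 665nm emission. Stimulus: a-CD3 beads, no co-stimulation. Cells: primary human leukocytes. Exposure: 48 hr with compound.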
AT treatment: qHTS Assay for Identifying a Potential Treatment of Ataxia-Telangiectasia; […] A-T fibroblasts, KAP-1 phosphorylation AlphaLISA; neocarzinostatin DNA damage 30 min before lysis; Potency, µM (titrated, usually from 57.5 µM), inactives show top-dose activation, most hits filed as activators; actives 0.19% (n = 320,000); AID 485349, 2010; further: potency means the concentration at half of the fitted maximal effect; % of control where 0% means no effect; nearly all actives have a fitted effect of over 45% in size
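hTERT-immortalized A-T patient fibroblasts ([…]), 500 cells/well in OPTI-MEM, 1% FBS, got compounds for 60 min, then NCS for 30 min at 37C. Lysates were then assayed for phospho-KAP-1 by AlphaLISA (anti-pKAP1 donor, anti-KAP1 acceptor beads), 6 hr at 25C.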
Chronic BCR inh: qHTS Assay to Find Inhibitors of Chronic Active B-Cell Receptor Signaling. ABC-DLBCL IkBa-CBG/CBR reporter, luminescence ratio, 4 h. Potency, µM (titrated, usually from 46.1 µM), for inactives: at the highest dose ratio change, negative = lower green/red ratio, actives largely listed as inhibitors. actives 0.05% (n = 340,000). AID 493014, 2011; active means well fitted inhibition curve with a large enough effect in the signal ratio, with a control signal flat, not every such curve was filed as active; inconclusive means small, poorly fitted or top-dose-only effect, or effect the other way, or a change in a side signal; the % refers to the signal ratio;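 further: potency means the concentration at half of the fitted maximal effect; plate controls were basal doxycycline-induced cells for no effect and cells given 10 µM MG132 for full effect; MG132 reads +100%, hits lower the ratio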
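TMD8 ABC-DLBCL cells carrying doxycycline-inducible green luciferase fused to IkappaBalpha plus unfused red luciferase were exposed to compounds (up to 46 uM) for 4 hrs at 37C. Activity came from the overlap-corrected green/red luminescence ratio.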
Tb PFK inh: qHTS Assay to Find Inhibitors of T. brucei phosphofructokinase. ATP-dependent 6-phosphofructokinase (Trypanosoma brucei brucei), O15648. T. brucei PFK, ADP-Glo luminescence. Potency, µM (top dose mostly 57.5 µM), without a hit: at the highest dose activity, negative = inhibition, actives largely listed as inhibitors. actives 0.17% (n = 330,000). AID 485367, 2010;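 further: potency means the concentration at half of the fitted maximal effect; 0% = uninhibited 1x PFK enzyme wells and -100% = no-enzyme wells; nearly all actives have a fitted effect of over 60% in size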
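ADP-Glo luminescence quantified ADP after 45 min at room temperature, with 1.25 nM T. brucei PFK, 0.1 mM ATP and 0.5 mM fructose-6-phosphate in pH 8.0 TEA buffer. qHTS titrations up to 57 µM; curves classified by quality.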
KCNH2 WT inh: qHTS for Inhibitors of KCHN2 3.1: Wildtype qHTS. U2OS, BacMam KCNH2, thallium flux FluxOr; active compounds read low. activity change, % at 1.84 µM. actives 0.37% (n = 340,000);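 active means maximum activity change below -70%; inconclusive means maximum activity change between -70% and -50%; inactive means maximum activity change above -50%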; further: on the % scale 0 is the no-effect control and ±100 the full control effect
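U2OS cells transduced with wild-type KCNH2 virus are loaded with FluxOr dye for 45 min, and thallium flux is measured in kinetic reads before and after stimulation buffer. Rate constants are normalized to DMSO controls.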
MLL CXXC-DNA inh: qHTS Fluorescence Polarization Assay for Inhibitors of MLL CXXC domain - DNA interaction | Histone-lysine N-methyltransferase 2A (Homo sapiens), Q03164 | MLL-CXXC / FITC-HOXA9 DNA fluorescence polarization | Potency, µM (doses to about 115 µM), without a hit: at the top dose activity change, negative = inhibition, actives largely listed as inhibitors | actives 0.037% (n = 290,000); active means well fitted inhibition curve with a large enough effect in the polarisation, with a control signal flat, not every such curve was filed as active; inconclusive means small, poorly fitted or top-dose-only effect, or effect the other way, or a change in a side signal; inactive means no such curve, though single readings can be large or run the other way; the % refers to the polarisation; further: potency means the concentration at half of the fitted maximal effect
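Fluorescence polarization: 7 uM MLL-CXXC (stock) preincubated 5 min with compounds, then 50 nM fluorescein-HOX-A9 DNA (stock) added; 30 min ambient. Buffer 50 mM Tris-HCl pH 7.5, 50 mM NaCl, 1 mM DTT, 0.05% BSA.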
GALK inhibitor: qHTS Assay for Inhibitors of Human Galactokinase (GALK); Potency, µM (top dose mostly 57.5 µM), for the others: top-dose activity change, negative = inhibition, hits mostly inhibitors; actives 0.007% (n = 270,000); P51570; Purified GALK, Kinase-Glo residual ATP luminescence; further: potency means the concentration at half of the fitted maximal effect; on the % scale 0 is the no-effect control and ±100 the full control effect
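Compounds were pin-transferred into ATP buffer (35 uM final), then GALK plus galactose (5 nM, 100 uM final) was added. After 1 h at room temperature, Kinase-Glo Plus was added and luminescence read after 10 min.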
Giardia killer: Small Molecules that selectively kill Giardia lamblia: qHTS. Giardia lamblia trophozoite viability. activity change, % at 7.66 µM, hits read low. actives 0.15% (n = 340,000). AID 540267, 2011; in the data active means activity change below about -80%; inconclusive means between about -30% and that limit;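 further: parasites exposed to compound for two days anaerobically before the ATP read; on the % scale 0 is the no-effect control and ±100 the full control effect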
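ATP-content bioluminescence gauges trophozoite survival. Cells (100/well) receive compound and incubate anaerobically for 48 hrs at 37 deg C; detection reagent follows for 15-30 min at room temperature.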
FBPA coupling cs: qHTS Assay for Inhibitors of Fructose-1,6-bisphosphate Aldolase from Giardia Lamblia: Coupling assay counterscreen. actives 0.67% (n = 290,000). activity change, negative = inhibition, % at 58.2 µM, hits read low. coupling enzyme system counterscreen, AmpLite Red fluorescence; in the data active means activity change below about -30%; further: on the % scale 0 is the no-effect control and ±100 the full control effect
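Fluorescence at 525 nm excitation and 598 nm emission measured inhibition of the coupled detection system without aldolase. Compounds (at 57.5 uM final) were preincubated 10 min at room temperature with coupling enzyme reagent before a 20 min substrate/AmpLite Red step.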
Starred values were filed as active, the others as inactive; u = inconclusive; x = no result given; & = joins results of further samples; [ ] = remark or other dose. Unless noted, the call rests on the fitted dose curve; in most records, active means well fitted curve in the direction sought with a large enough effect; inconclusive means small, poorly fitted or top-dose-only effect, or another doubt; inactive means no such curve, though single readings can be large; an effect the other way counts as inactive or inconclusive.

Below each compound: Chronic BCR inh	Tb PFK inh	Giardia killer	TCR activator	FBPA coupling cs	TSHR antagonist	AT treatment	KCNH2 WT inh	GALK inhibitor	MLL CXXC-DNA inh
1: CC1=NOC(=O)/C1=C/c1ccc(O)c(Cl)c1
    -0.4%	-1.8%	-10.8	5.3%	1.4	0.7	-2.3%	11.3	-10.4%	-6.9%
2: COc1ccc(C(=O)NCC(=O)OCC(=O)N2N=C(c3ccc(Cl)cc3)CC2c2ccco2)cc1OC (stereo not drawn)
    4.1%	0.0%	34.8[activator]	1.4%	3.0	-7.2	-4.0%	x	-1.9%	22.8%
3: c1ccc(-c2ncc3ccccn23)cc1
    -22.0%	-2.1%	5.3	4.7%	0.4	25.0	-2.2%	1.0	0.7%	-6.2%
4: Cc1ccc(CN2CCNC2=O)cc1
    3.5%	-2.4%	3.0	12.0%	-0.7	0.9	-2.3%	5.5	0.7%	24.8%
5: CCn1nnnc1SCC(=O)Nc1cc(OC)cc(OC)c1
    -2.0%	2.5%	u	1.4%	-3.6	26.7	30.2%	-7.0	0.6%	-10.4%
6: COc1ccc(NC(=O)CSc2nc(N)c(NC(=O)c3cccs3)c(=O)[nH]2)cc1
    -5.6%	-2.0%	-8.0	-6.7%	4.4	1.3	10.3%	0.4	1.7%	-2.1%
7: Clc1cccc(Cl)c1/C=N\Nc1nccs1
    u	-1.2%	7.9	x	2.5	40.7	10.4%	11.1	-1.0%	0.1%
8: O=S(=O)(NC1CCCCC1)c1ccc(S(=O)(=O)N2CCN3CCCC3C2)cc1 (stereo not drawn)
    1.4%	-3.8%	-1.3	-4.5%	-0.7	-8.2	4.7%	-6.9	-1.1%	-24.7%
9: CCn1c(SCC(=O)Nc2ccc(OC)cc2OC)nc2nc3c(cc2c1=O)COC(C)(C)C3
    -16.0%	1.8%	4.9	-2.8%	-1.6	-4.6	4.8%	2.4	-0.4%	6.7%
10: Cc1ccc(NC2=CC(=O)CC(C)(C)C2)cc1Cl
    -26.5%	-13.6%	13.4	-3.0%	-4.3	2.3	9.4%	15.3	3.8%	-2.3%
11: Cc1cc(F)ccc1NC(=O)C1CCN(S(=O)(=O)c2ccc3c(c2)CCCC(=O)N3)CC1
    9.8%&-3.5%	-5.5%	10.5	-1.5%	x	10.1	-0.8%	3.8	1.1%	-4.0%
12: COC(=O)c1c(NC(=O)C2CCC2)sc(C(=O)N(C)C)c1C
    -1.8%	1.4%	-5.7	-0.7%	1.0	-6.1	7.5%	-5.5	0.8%	-0.3%
13: CCCS(=O)(=O)N1CCC(C(=O)NCCN(C)Cc2ccccc2)CC1
    4.3%	0.5%	-7.6	-7.1%	-0.1	2.7	-2.6%	-1.5	-2.5%	6.0%
14: NC(c1ccccc1)c1cccnc1 (stereo not drawn)
    1.0%	2.1%	14.0	2.6%	-1.5	22.9	1.8%	8.0	-0.8%	-2.1%
15: CCOC(=O)c1c(-c2cccc([N+](=O)[O-])c2)csc1N
    2.4%	-0.5%	9.7	-0.7%[46.1 µM]	-13.0	30.5	1.8%	0.0	-3.0%	-2.5%
16: Cc1cc([N+](=O)[O-])ccc1NC(=O)CN1C2CCC1CC(NC(=O)NC13CC4CC(CC(C4)C1)C3)C2 (stereo not drawn)
    -4.7%	-2.5%	-3.7	2.9%	0.3	-13.9	-3.7%	0.8	12.5%	-7.0%
17: CSCC[C@H](NC(=O)[C@H](Cc1ccccc1)n1c(=O)[nH]c2ccccc2c1=O)C(=O)N1CCC[C@H]1C(=O)O
    0.0%	-2.7%	-1.7	-6.6%	2.3	33.5	3.4%	-2.8	x	-7.2%
18: CCCCOC(=O)Nc1sc2nc(C)cc(C)c2c1-n1cccc1
    2.3%	2.8%	3.5	-2.5%	-1.7	-6.4	2.2%	0.0	-3.8%	1.6%
19: CC(C)Cc1nnc(NC(=O)c2cc3c(s2)CCC3)s1
    u	-1.4%	-12.0	-8.2%	-0.2	7.3	-4.5%	-3.3	5.4%	22.6%
20: Nc1nc(Nc2cccc(F)c2)nc2ccccc12
    u	-1.0%	-14.7	-29.1%	1.4	1.7	-5.3%	-8.0	1.8%	0.9%
21: Cc1ccc(N2CC(NS(=O)(=O)c3cccnc3)CC2=O)cc1 (stereo not drawn)
    -6.4%	-4.2%	-3.2	-3.7%	x	20.2	2.9%	-3.1	x	x
22: Cc1cc(C(=O)NC2CCCc3ccccc32)no1 (stereo not drawn)
    u	1.8%	4.9	x	-3.7	-12.7	7.0%	-2.4	-0.5%	3.3%
23: Cc1cccc(-c2nc(CSCC(=O)NCCCN3CCOCC3)c(C)o2)c1
    -6.7%	-1.6%	4.0	-5.2%	-0.9	7.8	-3.8%	-3.4	-1.9%	-2.4%
24: O=C(O)/C=C/C(=O)Nc1ccc(C2(c3ccc(NC(=O)/C=C/C(=O)O)cc3)c3ccccc3-c3ccccc32)cc1
    u	-5.6%	-8.2	-6.0%	22.8	-85.9*	-4.4%	-2.9	-3.0%	u
25: COC(=O)Oc1ccc(/C=N/NC(=O)CN(c2ccccc2Br)S(C)(=O)=O)cc1OC
    -0.6%	0.2%	5.8	0.4%	1.3	-8.7	2.1%	7.6	0.6%	5.8%
26: Cc1ccccc1N(CC(=O)NCc1ccc2c(c1)OCO2)C(=O)CCC(=O)Nc1ccccn1
    3.2%	-5.6%	4.5	3.1%	-1.1	-14.5	-0.9%	-0.9	-1.6%	-1.5%
27: CCOc1ccc(NC(=O)c2cc3ccccc3cc2OC)cc1
    u	2.6%	1.0	6.7%	-3.9	-4.7	17.1%	-6.6	-5.1%	7.7%
28: O=C(CCCCCN1C(=O)c2ccccc2C1=O)Nc1ccc(F)cc1
    12.0%	-4.4%	-0.9	0.7%[46.1 µM]	-1.4	-10.0	-0.9%	-3.5	-2.6%	-1.3%
29: CC1=NN(C(=O)CCc2ccccc2)C(O)(c2ccncc2)C1 (stereo not drawn)
    -6.6%	1.3%	1.8	16.2%	1.3	5.2	-5.1%	0.4	0.3%	1.3%
30: O=C(NNC(=O)c1ccccc1Cl)c1csc(N2CCOCC2)n1
    -18.9%	-8.3%	1.2	1.7%	x	4.0	5.9%	-37.1	x	x
31: CC(C)(C)c1ccc(/C=N/N2C(=O)CSC2=S)cc1
    -26.6%	6.8%	19.9	-2.6%	0.2	0.8	0.8%	4.1	-2.4%	-1.1%
32: COc1ccc(N2C(=O)C3CCCN3C2=O)cc1 (stereo not drawn)
    -15.6%	1.3%	0.9	-3.2%	3.4	3.8	x	-9.3	1.9%	-4.4%
33: N#Cc1ccccc1NC(=O)Nc1ccccc1
    -6.2%	1.0%	-11.6	2.9%	3.5	-7.8	2.5%	6.0	2.4%	-1.0%
34: Cc1cccc(N2CCN(Cc3nc(CC4CC4)no3)CC2)n1
    -15.3%	-2.8%	18.0	-1.2%	1.5	1.4	1.5%	-18.9	5.5%	-18.0%
35: CSCCC(N=C1NS(=O)(=O)c2ccccc21)C(=O)N1CCCC(C(N)=O)C1 (stereo not drawn)
    -0.7%	-3.7%	0.6	0.4%	x	5.1	1.8%	-6.5	x	x
36: O=C(O)/C=C/C(=O)N1CCN(S(=O)(=O)c2cccc(C(F)(F)F)c2)CC1
    -0.1%	-1.7%	-3.8	-20.8%	-1.6	-1.6	1.3%	-1.7	1.4%	-7.0%
37: COc1ccc(-c2cc(=O)c3cc(O)ccc3o2)cc1
    u	u	2.3	-1.9%	5.9	-18.1	x	1.2	-0.9%	-12.6%
38: CCC(CC)C(=O)OCC(=O)Nc1cccc([N+](=O)[O-])c1
    -4.3%	-4.1%	9.3	3.1%	1.1	10.9	0.8%	-10.7	3.6%	13.1%

Bioassay records from PubChem.
